TcdB GH inh: blocks C. difficile toxin B glycohydrolase activity | 0.24% of 350,000 active | P18177 | inhibition, % at 9.99 µM | AID 652162 | TcdB glycohydrolase enzymatic assay, plate reader; in the data active = inhibition above about 10%
CCHFV vOTU inh: blocks the CCHF virus ovarian tumor domain protease | CCHFV vOTU protease, Pep-AMC fluorescence | inhibition, % at 11.5 µM | 0.55% of 370,000 active; in the data active = inhibition above about 30%; note: 0% = vehicle wells with enzyme and 100% = no enzyme wells
Yp Topo-I inh: blocks Yersinia pestis topoisomerase I activity. Y. pestis Topo-I cleavage product accumulation, plate reader. activity, % at 10 µM. 0.064% of 360,000 active. AID 504884; in the data active = activity above about 50%, passing the limit was not always enough; inconclusive = no clear call, values can overlap the other calls; note: inactives centre near 2
FadD28 binding: inhibitors of Mycobacterium tuberculosis FadD28 bisubstrate binding | FadD28 bisubstrate probe binding, fluorescence polarization | inhibition, % at 12.5 µM | 0.22% of 360,000 active; in the data active = inhibition above about 8.5%, passing the limit was not always enough; inconclusive = no clear call, values can overlap the other calls
PrPC surface inh: reduces human prion protein on the cell surface; P04156; cell surface PrPC, TR-FRET read-out; inhibition, % at 13.8 µM; 0.43% of 370,000 active; in the data active = inhibition above about 24%; note: 0% = median of the test wells and 100% = reference compound wells
Anthrax LF prot: inhibitors of Bacillus anthracis lethal factor protease. multiplex microsphere protease cleavage assay, LF. inhibition, % at 10 µM. 0.12% of 360,000 active. P15917; note: plate controls were buffer without enzyme for full effect and enzyme alone for no effect
BoNT-A LC inh2: inhibitors of Botulinum neurotoxin A light chain protease; 0.17% of 360,000 active; inhibition, % at 10 µM; multiplex microsphere protease substrate cleavage, flow cytometry; AID 588499; note: plate controls were buffer without enzyme for full effect and enzyme alone for no effect
PfHsp40 rescue: compounds rescuing yeast from Plasmodium falciparum HSP40 toxicity; S. cerevisiae expressing PfHsp40, growth rescue, ATP luminescence; growth rescue, % at 12.5 µM; 0.68% of 340,000 active; AID 504582; in the data active = growth rescue above about 28%, passing the limit was not always enough; inconclusive = no clear call, values can overlap the other calls;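 note: yeast W303a lacking pdr1 and pdr3 grown in galactose medium; growth measured after three days at 30 °C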
BoNT F protease: blocks Botulinum neurotoxin F light chain protease; Multiplex microsphere protease cleavage assay, flow cytometry; inhibition, % at 10 µM; 0.22% of 360,000 active; in the data active = inhibition above about 35%, passing the limit was not always enough; inconclusive = no clear call, values can overlap the other calls; note: plate controls were buffer without enzyme for full effect and enzyme alone for no effect
Numbers without * were called inactive; ? = inconclusive; / = not tested or not shown; & = joins results of further samples. Cut-off read from the data, not from the text of the source, unless noted: active = inhibition above about 30%; inconclusive = no clear call, values can overlap the other calls; inactive = below that.

canonical_smiles,TcdB GH inh,CCHFV vOTU inh,Yp Topo-I inh,FadD28 binding,PrPC surface inh,Anthrax LF prot,BoNT-A LC inh2,PfHsp40 rescue,BoNT F protease
Cc1ccc(NC(=O)COC(=O)CCC(=O)c2ccc(C(C)(C)C)cc2)c([N+](=O)[O-])c1,/,-4,25,-0.9,-7,-2,-3.4,-0.1,-26
Cc1ccc(C2CC(c3cccc(C)c3)n3ncnc3N2)cc1 (stereo not given),2.0,-6,17,-0.4,8,2,0.2,-0.1,-7
Cc1ccc(S(=O)(=O)n2c(C)nc3cc(C)ccc32)cc1,0.8,5,5,-0.7,2,10,2.6,1.4,?
CC(=O)CSc1nnc(NC(=O)CCc2ccccc2)s1,/,4,5,-2.1,3,-3,0.5,-0.5,15
COc1ccc(OC)c(-c2csc(NC(=O)c3ccc(OCC4CCCO4)cc3)n2)c1 (stereo not given),-0.1,0,-1,-1.0,5,-1,-0.9,-0.9,-3
COc1ccc(NCCC#N)cc1,/,-14,-2,0.1,-1,-4,1.4,0.0,0
Cc1ccc(NC(=O)COC(=O)CCOc2ccccc2C)cc1,0.1,4,-3,-2.2,5,-5,-0.1,-0.3,-3
COc1ccc(/C=N/NC(=O)CC2N=C(Cc3ccccc3)NNC2=O)cc1OC (stereo not given),2.4,11,0,-3.8,3,0,0.0,-1.0,2
Cc1cccc(C)c1OC(=O)Cc1ccccc1,0.6,-2,-7,-2.6,-1,1,0.0,6.3,0
O=C(Cc1ccccc1Cl)NCc1cccnc1,0.7,2,3,-0.3,8,12,-2.0,0.0,?
Cc1c(CC(=O)N2CCN(C(=O)C3COc4ccccc4O3)CC2)c(=O)oc2c(O)c(O)ccc12 (stereo not given),0.3,11,6,-2.4,-8,2,3.7,-0.7,4
Cc1ccc([N+](=O)[O-])c2c1C(N1CC(C)OC(C)C1)C(C)(C)O2 (stereo not given),1.5,-2,-7,-4.5,-1,0,0.6,0.0,-3
COc1ccc([N+](=O)[O-])c(OC)c1C(=O)NC(=O)Nc1nc(C)cc(C)n1,4.3,-10,5,-3.5,3,-1,0.2,-0.6,0
Cc1cc(NC(=O)C2COc3ccccc3O2)no1 (stereo not given),0.3,1,2,0.6,-5,-4,-0.6,0.0,-2
Cc1nn(C)c(C)c1CCC(=O)NC1CC(C)(C)Cc2c1cnn2-c1ccccc1 (stereo not given),0.2,4,5,0.3,-6,0,-1.0,-1.1,3

Some of these compounds in order of length of the SMILES, highest first:
canonical_smiles,TcdB GH inh,CCHFV vOTU inh,Yp Topo-I inh,FadD28 binding,PrPC surface inh,Anthrax LF prot,BoNT-A LC inh2,PfHsp40 rescue,BoNT F protease
Cc1ccc(NC(=O)COC(=O)CCC(=O)c2ccc(C(C)(C)C)cc2)c([N+](=O)[O-])c1,/,-4,25,-0.9,-7,-2,-3.4,-0.1,-26
COc1ccc(OC)c(-c2csc(NC(=O)c3ccc(OCC4CCCO4)cc3)n2)c1 (stereo not given),-0.1,0,-1,-1.0,5,-1,-0.9,-0.9,-3
Cc1ccc(S(=O)(=O)n2c(C)nc3cc(C)ccc32)cc1,0.8,5,5,-0.7,2,10,2.6,1.4,?
Cc1ccc(C2CC(c3cccc(C)c3)n3ncnc3N2)cc1 (stereo not given),2.0,-6,17,-0.4,8,2,0.2,-0.1,-7
Cc1ccc(NC(=O)COC(=O)CCOc2ccccc2C)cc1,0.1,4,-3,-2.2,5,-5,-0.1,-0.3,-3
CC(=O)CSc1nnc(NC(=O)CCc2ccccc2)s1,/,4,5,-2.1,3,-3,0.5,-0.5,15
Cc1cc(NC(=O)C2COc3ccccc3O2)no1 (stereo not given),0.3,1,2,0.6,-5,-4,-0.6,0.0,-2
Cc1cccc(C)c1OC(=O)Cc1ccccc1,0.6,-2,-7,-2.6,-1,1,0.0,6.3,0

Looked up one by one from above:
canonical_smiles,TcdB GH inh,CCHFV vOTU inh,Yp Topo-I inh,FadD28 binding,PrPC surface inh,Anthrax LF prot,BoNT-A LC inh2,PfHsp40 rescue,BoNT F protease
Cc1c(CC(=O)N2CCN(C(=O)C3COc4ccccc4O3)CC2)c(=O)oc2c(O)c(O)ccc12 (stereo not given),0.3,11,6,-2.4,-8,2,3.7,-0.7,4
O=C(Cc1ccccc1Cl)NCc1cccnc1,0.7,2,3,-0.3,8,12,-2.0,0.0,?

The listing continues:
canonical_smiles,TcdB GH inh,CCHFV vOTU inh,Yp Topo-I inh,FadD28 binding,PrPC surface inh,Anthrax LF prot,BoNT-A LC inh2,PfHsp40 rescue,BoNT F protease
CS(=O)(=O)n1nc(-c2ccccc2)nc1NCc1ccco1,/,6,4,-1.7,-9,-3,1.5,0.0,-5
COc1ccccc1NC(=O)CSc1nnc(C2CCCCC2)n1-c1ccccc1,0.5,8,17,-0.5,10,0,-1.4,-0.4,-7
CCOc1cc(/C=C2\C(=N)N3N=C(S(C)(=O)=O)SC3=NC2=O)ccc1OCCOc1cccc(OC)c1,0.2,9,23,-25,3,-2,-3.1,1.8,10
CCN(CC)c1ccc(S(=O)(=O)N(CC)CC)cc1NC(=O)C1CCCC1,-1.1,12,39,-1.4,2,-1,-0.7,0.4,-3
O=C(COC(=O)Cc1ccc(-c2ccccc2)cc1)NCc1ccc(F)cc1,/,14,10,-0.7,0,-1,0.6,0.5,-2
CC(C)(O)C#Cc1ccc(C(=O)NCc2ccccc2)s1,/,9,4,1.7,-2,-4,-0.1,0.3,6
O=C(NCc1ccccc1)C(c1ccccc1)N(C(=O)c1csnn1)C1CC1 (stereo not given),3.4,13,6,-2.1,-5,-8,-0.3,0.4,-7
CC1=C(C(=O)OCc2ccc([N+](=O)[O-])cc2)N2C(=O)C(NC(=O)Cc3ccccc3)C2SC1 (stereo not given),-0.7,-5,-1,-1.4,5,-4,-1.3,-1.1,2
Cc1cc(NC(=O)C(C)(C)C)no1,/,5,0,-1.3,5,1,0.9,-2.2,23
COC(=O)c1ccc(NC(=O)N(c2ccccc2)c2ccccc2)cc1,1.6,12,0,-3.7,-1,0,0.3,0.3,3
CCCn1c(C)cc(/C=C(\C#N)C(=O)OCC(=O)Nc2cccc(OC)c2)c1C,0.6,-9,-2,0.2,2,-1,-1.4,-0.1,-18
CCC1CCCCN1CCn1c(=S)[nH]c2cc(OC)c(OC)cc2c1=O (stereo not given),/,-1,7,-0.9,-3,2,-0.2,-0.1,1
CC(C)CN(C(=O)CSc1ccc2c(c1)OCCO2)c1c(N)n(CC(C)C)c(=O)[nH]c1=O,6.2,-3,5,-1.9,8,-4,2.1,0.0,3
O=C(O)/C=C/C(=O)Nc1ccc(N2CCOCC2)nc1N1CCOCC1,-4.9,-6,1,-0.5,0,-5,-0.4,0.2,-8
Cc1ccc(NS(=O)(=O)c2csc(C(N)=O)c2)c(C)c1,1.4,-19,-2,-3.5,1,16,-1.1,-0.9,-12
O=C(CCl)N1CCN(S(=O)(=O)c2ccc3c(c2)CCC3)CC1,-2.3,-4,-9,-2.0,0,2,-0.3,-0.6,-3
CCC(=O)c1cc2c(C)cc(=O)oc2c(C)c1OC(C)=O,/,-45,-4,-0.3,8,0,-1.1,0.4,-13
CC(=O)Nc1ccc(NC(=O)c2ccc(C)c(S(=O)(=O)Nc3cccc(C)c3)c2)cc1,1.1,3,15,-0.1,4,4,-0.1,0.1,2
CC(=O)Nc1ccc(-c2cc(C(=O)O)c3ccc(C)cc3n2)cc1,0.7,-49,-2,-3.7,0,4,?,1.0,?
COc1ccccc1N1CC(C(=O)Nc2nnc(SCC(=O)NCC3CCCO3)s2)CC1=O (stereo not given),0.1,-6,-1,-0.3,-3,2,-1.1,0.8,-1
O=C(NCCc1ccccc1)C(=O)Nc1ccc2c(c1)OCCO2,-2.6,15,0,-2.3,8,-1,0.3,-1.4,-4
NNC(=O)c1cc(C2CC2)nc2ccc(Br)cc12,0.8,-4,-7,/,8,-1,-3.2,0.5,-23
O=C(NCCNC(=O)c1cc(Cl)ccc1Cl)c1cnccn1,-0.6,-7,6,-1.8,5,-5,-1.1,-0.2,6
C=CCOn1c(=O)c(-c2ccc(OC)cc2)[n+]([O-])c2ccccc21,/,2,-7,-0.5,-43,-4,0.2,-1.4,-1
Nc1nnc(SCC(=O)OCC(=O)Nc2ccc(Br)cc2F)s1,1.4,-6,7,-0.7,0,-3,-0.1,-1.8,-1
COc1ccc(C)cc1NC(=O)n1ncc2c(C)cccc21,1.9,-8,0,-1.8,6,-4,-2.0,-0.4,-2
Cc1cc(C)c(S(=O)(=O)Nc2ccc3c4c(cccc24)CC3)c(C)c1,/,7,-7,-1.5,16,0,0.8,1.8,-11
COc1ccc(CCCc2nnc(SCC(=O)Nc3cc(C)ccc3C)o2)cc1,/,-28,33,-0.6,1,-7,0.4,2.4,-9
CNC(=O)NC(=O)CSc1nc2ccccc2n1CCOC,/,5,-7,-1.3,-2,3,0.1,0.1,-4
CCOc1cccc(-c2c(C(=O)N/N=C/c3cccnc3)nnn2-c2nonc2N)c1,2.5,8,3,-6.0,-3,-1,0.9,0.6,1
Cc1ccc(C(=O)NCCCn2ccnc2)o1,/,2,9,0.6,0,-1,-0.2,-1.8,14
Fc1cccc(CCN2CCNC[C@@H]2Cc2ccccc2)c1,-3.7,-4,-4,-0.3,8,-1,-0.8,0.5,2
C/C(=C\c1ccccc1)C(=O)Nc1cc(C)on1,/,21,1,0.1,6,-4,-1.1,1.2,?
C[C@H](CO)N1C[C@H](C)[C@@H](CN(C)Cc2ccc(C(=O)O)cc2)Oc2ncc(Br)cc2C1=O,-0.4&0.5,-4,1,-0.8,-4,2,0.0,/,-2
Cc1ccc(N2C(=O)c3ccccc3C2=O)nc1,1.5,12,-1,-3.1,9,5,-0.4,0.0,4
COc1cc(C)c(S(=O)(=O)Nc2ccc(CC(=O)O)cc2)cc1C,/,1,-9,-3.7,4,-3,-5.7,-0.5,-8
CCN(Cc1ccccc1)C(=O)COC(=O)CNC(=O)c1ccc(C)s1,0.9,-6,-10,-0.8,-3,-3,0.1,-0.9,0
CC1CCCC(NC(=O)CCNC(=O)c2ccccc2Cl)C1C (stereo not given),1.1,11,-2,-2.7,-6,-8,2.5,-0.5,3
Cn1cccc1C(=O)OCC(=O)NC(=O)NC1CCCCC1,1.9,8,-2,-0.3,5,-3,-0.4,0.3,-9
N#CC(=C=[N-])c1nc2ccccc2nc1-[n+]1cccc(NC(=O)c2ccccc2)c1,1.5,2,-5,0.5,3,-1,-0.5,0.6,1
CC1CCCN(c2ccc(C(=O)NCc3cccs3)cn2)C1 (stereo not given),/,27,22,-2.7,14,3,1.0,-1.1,12
